High-throughput results (PubChem)
EWS-Fli inh – blocks EWS/Fli oncoprotein-driven transcription; A673 NR0B1-luciferase reporter, viability-normalised; inhibition, % at 12.6 µM; 0.67% of 350,000 active; AID 651661;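 active means mean inhibition of at least 50% after viability correction, with every replicate also passing that limit; inconclusive means mean reaches 50% but only one of two replicates passes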;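 further: firefly luciferase signal divided by Alamar Blue viability fluorescence both relative to DMSO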
ARNT TACC3 PPI – disruptors of human ARNT/TACC3 interaction. Q9Y6A5. AlphaScreen His-ARNT PAS-B/GST-TACC3 binding, luminescence; TACC3 fragment carries E629A point mutation. inhibition, % at 9.99 µM. 0.66% of 390,000 active. AID 623870;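 active means mean inhibition of replicates at least 50% and at least half of replicates each reaching 50%; inconclusive means half or more replicates reach 50% but mean below 50%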;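 further: 0% = complete ARNT plus TACC3 wells and 100% = ARNT alone without TACC3; many hits fall short of the cut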
ERp5 block – inhibitors of human ERp5; Q15084; ERp5 insulin aggregation, absorbance 650 nm, 90 min; inhibition, % at 9.99 µM; 0.05% of 350,000 active;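 active means mean replicate inhibition above about 25%, with every replicate also reaching it, limit read from the data, passing the limit was not always enough; inconclusive means only one of those two criteria met; inactive means neither criterion met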
Target sequence (Q15084 whole entry, looked up): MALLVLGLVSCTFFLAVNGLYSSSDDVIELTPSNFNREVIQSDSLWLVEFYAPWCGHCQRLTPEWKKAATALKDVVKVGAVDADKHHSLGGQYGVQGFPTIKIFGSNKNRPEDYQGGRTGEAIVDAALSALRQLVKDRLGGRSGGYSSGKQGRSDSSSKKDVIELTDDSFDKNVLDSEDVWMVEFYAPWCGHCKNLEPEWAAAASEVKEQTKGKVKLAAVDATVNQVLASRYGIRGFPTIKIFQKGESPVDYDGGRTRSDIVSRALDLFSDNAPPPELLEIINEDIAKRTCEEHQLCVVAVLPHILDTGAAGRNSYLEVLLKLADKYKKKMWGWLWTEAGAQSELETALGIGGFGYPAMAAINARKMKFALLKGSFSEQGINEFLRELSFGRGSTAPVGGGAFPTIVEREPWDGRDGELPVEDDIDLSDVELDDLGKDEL
PAX8 inh HTS – inhibitors of PAX8 transcriptional activity in RMG-I cells; RMG-I TPO-luciferase reporter, SteadyGlo, 24 h; inhibition, % at 12.6 µM; 1.2% of 360,000 active;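 active means mean replicate inhibition at least 60% with every replicate also reaching 60%; inconclusive means only one of the two criteria is met; inactive means mean below 60% and not all replicates reaching 60%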;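 further: luciferase light reporting Pax8 driven TPO promoter activity; plate controls were median of neutral control wells for no effect and mitoxantrone controls for full effect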
DENV2 CPE rescue – inhibitors of DENV2 cytopathic effect | DENV2-infected cells, cytopathic effect rescue, plate reader | CPE inhibition, % at 9.99 µM | 1.7% of 350,000 active; in the data active means CPE inhibition above about 20%, passing the limit was not always enough; inconclusive means no clear call, values can overlap the other calls; tested in BHK-21 cells;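 further: 0% = median of neutral control wells and 100% = median of positive control wells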
XiGFP reactiv – reactivates the inactive X chromosome in mouse fibroblasts | 0.055% of 360,000 active | activation, % at 7.58 µM | XiGFP mouse fibroblasts, % GFP-positive cells imaging, 3 d; cells co-treated with 5-aza-dC sensitizer; scaled so ellipticine positive control = 100%;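 active means mean normalized replicate activation at least 10% and every replicate at or above 10%; inconclusive means only one of the two criteria met; inactive means mean below 10% and not all replicates reach 10%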;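 further: 0% = median of on-plate neutral control wells and 100% = ellipticine 6 µM median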
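Material: XiGFP fibroblasts, SV40-immortalized. Buffer or medium: DMEM plus 5-aza-dC sensitizer. Compound: single concentration per compound, delivered by pin transfer. Times: 3 days compound exposure. Controls: ellipticine 6 µM.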
INS-1E GSIS act – GLuc luminescence reporter in INS-1E cells, primary screen for activators of glucose-dependent secretion of insulin; INS-1E GLuc reporter insulin secretion, 2-3 h; activation, % at 16.6 µM; 0.61% of 370,000 active; AID 743287;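 active means lowest replicate activation of at least 40%, so every replicate reaches that level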;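 further: 0% = median of neutral control wells and 100% = median of IBMX positive control wells; some compounds called inactive have numbers as strong as hits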
F508del corr – CFTR F508del correction in bronchial cells; CFBE cells, YFP halide quenching; stimulated with forskolin plus potentiator P3; % fluorescence drop versus neutral controls; activity (quench increase), % at 7.58 µM; 0.36% of 350,000 active; AID 720511;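 active means mean added fluorescence quench of at least 8% versus neutral control, with both replicates also reaching 8%; inconclusive means only one of the mean or replicate conditions met; inactive means mean below 8% and not both replicates reaching 8%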;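 further: cells transiently co-express mutant CFTR-F508del with the halide-sensitive YFP; corrector assay measuring rescue of mutant channel to the surface after 24 h compound exposure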
* marks the source's active call; other numbers are inactive results; ? = inconclusive; / = no result given; & = joins results of further samples; ! = not active in a repeat.

SMILES | EWS-Fli inh | ARNT TACC3 PPI | ERp5 block | PAX8 inh HTS | DENV2 CPE rescue | XiGFP reactiv | INS-1E GSIS act | F508del corr
O=S(=O)(Nc1ccc(Cl)nn1)c1ccccc1 | 11 | -12 | 5 | -18 | 5 | -0.8 | 14 | 2.8
COc1ccc(OC)c2c1sc(=NC(=O)C1CC1)n2C | 10 | -1 | 2 | 14 | -3 | 0.1 | 0 | 0.2
Clc1nc(-c2ccccc2)cc(-c2ccccc2)n1 | 5 | -3 | 2 | 3 | -4 | 0.0 | 7 | /
C[C@H](CO)N1C[C@H](C)[C@@H](CN(C)S(=O)(=O)c2ccccc2)Oc2ncc(C#CC3(O)CCCC3)cc2C1=O | 1 | 23 | -2 | 2 | ? | 0.2 | -3 | -1.7
CC(=O)N1CCc2c(sc(NC(=O)CCS(=O)(=O)c3ccc(C)cc3)c2C#N)C1 | -5 | -8 | -1 | -1 | 1 | 0.4 | 28 | 1.1
O=C(NCCc1ccccc1F)C1CC(=O)N(c2ccc3c(c2)OCCO3)C1 (stereo not drawn) | -10 | / | -3 | -5 | 4 | -0.2 | / | -0.4
C[C@H]1CCCCO[C@@H](CN(C)C(=O)c2ccccc2)[C@@H](C)CN([C@@H](C)CO)C(=O)c2cc(NC(=O)NC3CCCCC3)ccc2O1 | -4 | -6 | -1 | -31 | 16 | 0.4 | -45 | 3.7
O=C(CCCc1nc2ccccc2s1)NCc1cccnc1 | -6 | -10 | 3 | 15 | 13 | 0.0 | 1 | -3.1
C/C(CC(=O)NC12CC3CC(CC(C3)C1)C2)=N\NC(=O)c1cnccn1 | -9 | 33 | 2 | 3 | 5 | -0.1 | -13 | -0.2
Cc1ccc(C(=O)OCC(=O)c2ccc[nH]2)s1 | 6 | -3 | 3 | -40 | 6 | -0.1 | 51 | -1.3
Cc1[nH]n(-c2ccccc2)c(=O)c1/C=N/NC(=O)COc1ccccc1[N+](=O)[O-] | 20 | 59* | 2 | 12 | -2 | 0.3 | -1 | 1.8
CCc1c(C)sc(NC(NC(C)=O)(C(=O)OC)C(F)(F)F)c1C#N (stereo not drawn) | 11 | -7 | 0 | -3 | 2 | 0.0 | -13 | /
O=C(O)c1c(NC(=O)N2CCOCC2)sc2c1CCCC2 | -10 | 2 | -2 | -15 | -10 | 0.1 | 62* | 0.1
OC[C@@H]1CN(CCN2CCOCC2)C[C@H](n2cnc3c(NCc4ccc(F)cc4)ncnc32)O1 | 45 | / | 5 | -5 | 13 | 0.1 | 16 | -1.3
Cc1ccc(N(CC(=O)NC(C)c2ccccc2)S(=O)(=O)c2c(C)n[nH]c2C)cc1 (stereo not drawn) | 6 | -3 | 3 | 0 | -1 | 0.2 | -13 | 7.1
O=C(NC1CCCCC1)C(c1ccccc1)N1CCc2ccccc21 (stereo not drawn) | 7 | -4 | 1 | 0 | -4 | 0.0 | -2 | 4.5
O=C(NCCN1C(=O)S/C(=C\c2ccccc2)C1=O)c1cc(S(=O)(=O)N2CCOCC2)c(Cl)cc1Cl | / | 1 | / | 6 | / | 0.0 | 15 | /
COc1ccc(N2CCN(C(CNS(=O)(=O)c3ccc(C)cc3)c3ccccc3)CC2)cc1 (stereo not drawn) | 5 | 12 | 0 | -20 | -7 | 0.2 | 5 | 3.9
C=CCC1(CC=C)CCCN1C(=O)c1cc(COc2cncc(Cl)c2)on1 | / | -8 | -13 | 8 | -4 | 0.0 | -54 | 0.2
COc1ccccc1CN1[C@@H]2CNC[C@H]1C2c1ccc(-c2cccc(C#N)c2)cc1 (stereo partly drawn) | 23&9 | / | / | -11&-7 | 53*! | 0.0&0.0 | -8&1 | -1.1&2.1
CCCCOCCCNC(=O)C[C@@H]1C[C@@]2(C(=O)OC)CCCCC=C2N(CCC2=CCCCC2)C1=O | 8 | / | 0 | 10 | 6 | -0.1 | -29 | 0.9
CCCNC(=O)N1C[C@@H](C)[C@H](OC)CN(C)C(=O)c2ccc(NS(C)(=O)=O)cc2OC[C@@H]1C | 4 | -5 | 6 | / | -8 | 0.0 | 6 | -4.4
CCOCCCNC(=O)c1ccc2c(c1)N=C(CC)c1cc(Br)ccc1S2 | 61* | 14 | 3 | 91* | -8 | 0.8 | -12 | -1.0
Cc1ccnc(NS(=O)(=O)c2ccc(N3C(=O)c4c(Cl)c(Cl)c(Cl)c(Cl)c4C3=O)cc2)n1 | / | -2 | / | 13 | / | 0.1 | 10 | /
OC[C@@H]1CN(Cc2cccnc2)C[C@H](n2cnc3c(NC4CCCC4)ncnc32)O1 | -2 | / | -4 | 12 | 0 | -0.1 | 28 | 3.3
C[C@H]1CN([C@@H](C)CO)C(=O)c2cccc(NS(=O)(=O)c3ccccc3)c2O[C@H]1CN(C)S(=O)(=O)c1cn(C)cn1 | -10 | -10 | -7 | -17 | 3 | -0.1 | 19 | 0.4
CO[C@@H]1CN(C)C(=O)c2cc(NC(C)=O)ccc2OC[C@H](C)N(Cc2cncnc2)C[C@@H]1C | 2 | -10 | -12 | / | 16 | 0.2 | 18 | -1.1
O=C(O)c1ccc(Oc2ccc(S(=O)(=O)c3ccc(C(=O)O)c(C(=O)O)c3)cc2)cc1 | 18 | -2 | -1 | 18 | -2 | 0.0 | 8 | -2.5
COc1ccc(C)cc1NC(=O)CSc1nnc(CC(=O)Nc2ccccc2F)n1C | 13 | -3 | 6 | 16 | 2 | 0.0 | 4 | -1.5
CCCC(C(=O)NC(C)(C)C)N(Cc1ccc(F)cc1)C(=O)c1snc(C(N)=O)c1N (stereo not drawn) | 2 | -3 | 2 | 18 | -4 | 0.0 | -7 | -0.9
CN(CC(=O)N1CCCC1)S(=O)(=O)c1cccc(Cl)c1 | -2 | -4 | -3 | 7 | 1 | 0.0 | 17 | -0.5
Cc1ccc(S(=O)(=O)N2CCOCC2)cc1NC(=O)CN1C(=O)NC2(CCCC2)C1=O | 5 | 0 | 1 | -7 | 8 | 0.0 | 5 | -0.2
COc1ccc2c(c1)CC[C@@H]1[C@@H]2CC[C@]2(C)[C@@H](C(=O)O)C[C@@H]12 | 0 | -5 | 1 | -16 | 0 | 0.2 | 23 | 0.8
Cc1ccc(C(=O)NC(C#N)=C(Cl)Cl)cc1 | 77* | / | 3 | 43 | -7 | 0.4 | -4 | 7.0
COc1ccc(CCNC(=O)C2CCN(C(=O)c3ccc(Cl)cc3)CC2)cc1 | -11 | 6 | 2 | -5 | -3 | 0.0 | -5 | 2.3
O=C1c2ccccc2NC(c2ccc(-c3ccc(C(F)(F)F)cc3)o2)N1O (stereo not drawn) | 14 | 4 | -1 | -41 | / | 1.3 | / | -2.8
COc1cc2c(cc1OC)C(C)N(C(=O)c1cc3c(s1)-c1c(C)cccc1OC3)CC2 (stereo not drawn) | -7 | / | 7 | -2 | -1 | 0.3 | 0 | -1.7
O=S(=O)(NCC1CCCO1)c1ccc(Br)cc1 (stereo not drawn) | 7 | -11 | 0 | 9 | -2 | 0.0 | -7 | -2.0
OC(c1cccc(Cl)c1)c1nc(-c2ccc(Cl)cc2)cs1 (stereo not drawn) | 6 | / | 14 | 10 | 0 | -0.2 | -10 | 1.3
COc1ccc2c3c(n(C)c2c1)[C@@H](CO)N(CC1CCCCC1)CC31CCN(C(=O)CN(C)C)CC1 | 3 | / | 9 | / | -5 | 0.3 | -2 | 2.2
CCOc1nc(Nc2ccc(Cl)cc2)nc(OCC)n1 | -6 | 1 | 2 | 0 | 7 | 0.0 | -20 | 4.7
COc1ccc(Cl)cc1NC(=S)NC(=O)c1ccc2c(c1)OCO2 | -3 | -2 | -3 | -20 | -4 | 0.0 | 29 | 0.9
CC(C)(C)c1ccc(NC(=O)Nc2ccc(OCC(=O)N3CCOCC3)cc2)cc1 | -92 | -1 | 3 | -119 | 6 | 0.1 | -18 | -2.5
O=C(NC1CCCC1)N1CC(=O)N2[C@H](CO)[C@@H](c3ccc(-c4cccc(F)c4)cc3)[C@H]2C1 | -2 | / | 2 | 19 | 3 | 0.1 | -19 | -0.8
COc1ccccc1CNC(=O)c1cccc(S(=O)(=O)N2CCN(C)CC2)c1 | 2 | -5 | 2 | -3 | -7 | 0.0 | 4 | -1.5
Cc1ccc(Cn2cc(-c3ccccc3)nn2)cc1 | -103 | -7 | -2 | -78 | 6 | 0.0 | -1 | 2.8
O=C(Nc1ccc2c(c1)C(=O)OC2)c1ccc(Cl)cc1Cl | -88 | -3 | -1 | -1 | -2 | 0.3 | 14 | -1.0
Cc1cccc(Nc2ncnc3ccc(Br)cc23)c1 | 3 | / | 0 | 9 | 1 | 0.1 | 16 | 2.8
CCc1noc(C)c1C(=O)N1CCN(c2cccc(C)c2C)CC1 | -5 | 8 | -1 | 3 | 2 | -0.1 | -7 | -1.2
O=C1CC(C(=O)N2CCC(N3CCC(C(=O)NC4CC4)CC3)CC2)c2ccccc21 (stereo not drawn) | 9 | -9 | -2 | 7 | 1 | 0.0 | 0 | -3.2
CCc1nonc1NC(=O)c1oc2cc(C)c(C)cc2c1C | / | 5 | 4 | -145 | -3 | 0.1 | 0 | 1.3
CC=Cc1ccc2n(c1=O)C[C@H]1[C@H](CO)[C@@H](C(=O)N[C@@H](C)c3ccccc3)[C@@H]2N1CC1CC1 (mixture of isomers) | 2 | -6 | 1 | -5 | -6 | 0.1 | -2 | 2.1
COc1ccc(CCNC(=O)C2CCCN(S(=O)(=O)c3ccc(F)cc3)C2)cc1 (stereo not drawn) | 10 | -1 | 4 | -4 | 15 | -0.1 | -9 | 1.5
COc1ccc(C(=O)O/N=C(\N)c2ccncc2)cc1OC | / | -4 | / | -101 | / | -0.1 | 38 | /
O=C(c1ccccc1F)N1CC(=O)N2[C@H](C1)[C@@H](c1ccc(-c3cccnc3)cc1)[C@@H]2CO | 12 | / | -1 | 5 | -10 | 0.0 | 7 | -0.4
C=CCOc1ccc(-c2nc3c(c(=O)[nH]c(=O)n3Cc3ccccc3)n2CCCOC)cc1 | 5 | -3 | 5 | -1 | 8 | 0.2 | 6 | -1.6
COCC#Cc1ccc2c(c1)O[C@H](CN(C)C(=O)c1ccccc1)[C@@H](C)CN([C@H](C)CO)S2(=O)=O | 2&-2 | 1 | -10&-1 | -10 | 5&-1 | 0.1&0.0 | -3&-7 | 5.3&-4.4
COc1cccc(C#Cc2ccc([C@@H]3[C@@H](CO)N4C(=O)CN(C(C)=O)C[C@@H]34)cc2)c1 | / | / | 5 | / | 0 | 0.0 | -10 | 2.3
CCc1nc(NC(C)(C)C)c2cnn(-c3ccccc3)c2n1 | -101 | -3 | 1 | -145 | 0 | -0.1 | -5 | -3.1
C[C@H](CO)N1C[C@H](C)[C@@H](CN(C)Cc2ccc(C(=O)O)cc2)Oc2c(NC(=O)c3nc4ccccc4s3)cccc2C1=O | -4 | 0 | -1 | / | 3 | 0.0 | 6 | 0.4
COc1ccc([C@H]2CC(=O)C=C(c3cccc(C(F)(F)F)c3)C2)cc1 | -19 | 1 | 6 | -24 | 10 | 0.0 | -1 | 1.5
C[C@H](CO)N1C[C@H](C)[C@@H](CN(C)C(=O)NC2CCCCC2)Oc2ccc(NC(=O)c3ccncc3)cc2CC1=O | -1 | 2 | -2 | -16 | ? | -1.4 | -6 | -2.8
